Tau fluor counter – Counterscreen qHTS for Inhibitors of Tau Fibril Formation, Fluorescence Polarization | Potency, µM (titrated, usually from 57.7 µM), for inactives: at the top dose activity change, negative = decrease | 280,000 tested, 0.93% active | tau K18 P301L Alexa594 fluorescence, heparin fibrillization; also: % is scaled to controls: 0 for no effect and ±100 for the full control effect; nearly all actives have a fitted effect of over 55% in size
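Human K18 P301L tau (15 uM unlabeled plus 0.24 uM Alexa 594-labeled, final) in 100 mM sodium acetate pH 7 was mixed with compound and 20 uM heparin and incubated 6 hr at 37 C.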
KDM4E inh – qHTS Assay for Inhibitors of Human Jumonji Domain Containing 2E (JMJD2E) | JMJD2E catalytic domain, FDH-coupled NADH fluorescence (FDH is formaldehyde dehydrogenase) | Potency, µM (doses to about 57.1 µM), inactives show at the top dose activity change, negative = inhibition, most hits filed as inhibitors | 230,000 tested, 1.6% active; active = well fitted inhibition curve with a large enough effect, not every such curve was filed as active; inconclusive = small, poorly fitted or top-dose-only effect, or another doubt; inactive = no such curve, though single readings can be large or run the other way;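 also: 0% = wells with enzyme and -100% = buffer wells without enzyme; nearly all actives have a fitted effect of over 50% in size; many of its hits are not listed in these tables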
Target sequence (B2RXH2 1-337 limits assumed): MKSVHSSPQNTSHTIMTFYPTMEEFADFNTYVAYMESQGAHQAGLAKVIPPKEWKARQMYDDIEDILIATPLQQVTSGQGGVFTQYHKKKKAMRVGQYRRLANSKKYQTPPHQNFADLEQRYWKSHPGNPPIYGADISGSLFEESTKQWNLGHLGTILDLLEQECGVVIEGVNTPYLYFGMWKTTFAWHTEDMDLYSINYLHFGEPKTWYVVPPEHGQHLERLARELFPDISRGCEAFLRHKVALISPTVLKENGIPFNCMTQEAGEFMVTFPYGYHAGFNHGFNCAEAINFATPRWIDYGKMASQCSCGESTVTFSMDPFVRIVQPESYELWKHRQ
ALDH1A1 block – qHTS Assay for Inhibitors of Aldehyde Dehydrogenase 1 (ALDH1A1) | Potency, µM (titrated, usually from 75.3 µM), for the others: at the highest dose activity, negative = inhibition, usual class: inhibitors | 220,000 tested, 7.3% active | Purified ALDH1A1, NADH fluorescence, propionaldehyde substrate | Aldehyde dehydrogenase 1A1 (Homo sapiens), P00352; active = well fitted inhibition curve with a large enough effect, not every such curve was filed as active; inconclusive = small, poorly fitted or top-dose-only effect, or another doubt; inactive = no such curve, though single readings can be large or run the other way;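 also: plate controls were no enzyme wells and a reference inhibitor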
Target sequence (P00352 whole entry, looked up): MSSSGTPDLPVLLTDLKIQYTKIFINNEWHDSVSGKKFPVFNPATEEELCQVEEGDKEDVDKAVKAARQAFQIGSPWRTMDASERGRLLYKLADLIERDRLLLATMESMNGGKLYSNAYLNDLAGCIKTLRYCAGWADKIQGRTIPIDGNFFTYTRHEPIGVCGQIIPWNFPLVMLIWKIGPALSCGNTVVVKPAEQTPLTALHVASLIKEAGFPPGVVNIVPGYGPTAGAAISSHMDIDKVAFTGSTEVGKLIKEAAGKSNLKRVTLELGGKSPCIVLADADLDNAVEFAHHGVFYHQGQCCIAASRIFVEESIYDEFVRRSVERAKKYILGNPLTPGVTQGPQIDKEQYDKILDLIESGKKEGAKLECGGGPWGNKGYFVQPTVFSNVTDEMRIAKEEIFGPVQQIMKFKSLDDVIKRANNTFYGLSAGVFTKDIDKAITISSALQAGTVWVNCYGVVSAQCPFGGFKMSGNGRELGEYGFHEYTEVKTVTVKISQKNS
HTT cytoprotect – qHTS Multiplex Assay to Identify Dual Action Probes in a Cell Model of Huntington: Cytoprotection (ATP); PC12 HTT-Q103 induced, cytoprotection, ATP luminescence, 40 h; Potency, µM (doses to about 56.4 µM), without a hit: cytoprotection (ATP increase), actives largely listed as activators; 230,000 tested, 0.14% active;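 also: % of control where 0% means no effect; nearly all actives have a fitted effect of over 45% in size; toxic huntingtin expression switched on by the ecdysone agonist tebufenozide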
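Quantitative HTS on tebufenozide-induced (100 nM) PC12 cells expressing HTTQ103 exon 1–GFP; compounds tested as a concentration series; survival measured via cellular ATP.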
SMN2 splice enh – qHTS Assay for Enhancers of SMN2 Splice Variant Expression; HEK293 SMN2-luciferase splicing reporter, luminescence, 30-36 h; Potency, µM (doses to about 46.1 µM), for inactives: at the highest dose activity change, positive = activation, most hits filed as activators; 210,000 tested, 2.8% active; AID 1458, 2008; also: % of control where 0% means no effect; nearly all actives have a fitted effect of over 55% in size
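HEK293 cells carry an SMN2 minigene-luciferase reporter in which exon 7 inclusion puts luciferase in frame. Cells were seeded at 2000 cells/well, attached for 10-12 hours, then exposed to compounds for 30-36 hours at 37C before ONE-Glo luminescence.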
HTT aggregate – qHTS Multiplex Assay to Identify Dual Action Probes in a Cell Model of Huntington: Aggregate Formation (GFP); PC12 HttQ103-GFP aggregates, Acumen cytometry, 40 h; Potency, µM (doses to about 46.1 µM), without a hit: at the highest dose activity change, negative = inhibition, hits mostly inhibitors; 220,000 tested, 1.1% active; AID 1688, 2009; also: % is scaled to controls: 0 for no effect and ±100 for the full control effect; nearly all actives have a fitted effect of over 60% in size
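Aggregate formation scored by laser-scanning cytometer (488 excitation, 500–530 emission) in lysed PC12 cells expressing Q103-GFP after 100 nM tebufenozide induction; library tested in dose series, with ATPLite reagent added in the multiplex.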
Tau ThT inhib – qHTS for Inhibitors of Tau Fibril Formation, Thioflavin T Binding; recombinant tau K18 P301L, heparin-induced fibrillization, ThT fluorescence; Potency, µM (highest dose often 57.4 µM), without a hit: top-dose activity, negative = inhibition, usual class: inhibitors; AID 1460, 2008; 270,000 tested, 2.1% active; also: % is scaled to controls: 0 for no effect and ±100 for the full control effect; nearly all actives have a fitted effect of over 55% in size
Target sequence (P10636 561-689 P618L limits assumed): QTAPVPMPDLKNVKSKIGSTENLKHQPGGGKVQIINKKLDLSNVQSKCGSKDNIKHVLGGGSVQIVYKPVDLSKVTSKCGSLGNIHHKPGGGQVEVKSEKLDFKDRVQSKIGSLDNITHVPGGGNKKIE
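Using a mix of unlabeled (15 uM) and Alexa 594-labeled (0.24 uM) tau K18 P301L, heparin-triggered fibrillization over 6 hr at 37 C was scored by ThT fluorescence.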
Tau fibril FP – qHTS for Inhibitors of Tau Fibril Formation, Fluorescence Polarization | Microtubule-associated protein tau (Homo sapiens), P10636 | K18 P301L tau heparin fibrillization, Alexa594 FP, 6 h | Potency, µM (highest dose often 57.7 µM), inactives show top-dose activity, negative = inhibition, most hits filed as inhibitors | 280,000 tested, 0.39% active | AID 1468, 2008; also: % is scaled to controls: 0 for no effect and ±100 for the full control effect; nearly all actives have a fitted effect of over 55% in size
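Quantitative HTS format: compounds meet 15 uM recombinant K18 P301L tau and Alexa 594-tau tracer in 100 mM sodium acetate pH 7; 20 uM heparin triggers fibrillization at 37 C over 6 hr; FP gives the signal.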
* marks the source's active call; other numbers are inactive results; ? = inconclusive; / = no result given; [ ] = dose if it differs, or a comment. Unless noted, calls follow the shape of the dose curve; as a rule, active = well fitted curve in the direction sought with a large enough effect; inconclusive = small, poorly fitted or top-dose-only effect, or another doubt; inactive = no such curve, though single readings can be large; an effect the other way counts as inactive or inconclusive. Potency is read from the fitted curve at half-maximal effect. The list is partial (hit frequency here may not be typical).

Results follow in this order: Tau fluor counter	KDM4E inh	ALDH1A1 block	HTT cytoprotect	SMN2 splice enh	HTT aggregate	Tau ThT inhib	Tau fibril FP
- O=c1oc2cc(OCc3ccc([N+](=O)[O-])cc3)ccc2c2c1CCCC2
    -17%	2%	-4%	27%[10 µM]	6%	17%	?	-4%
- N=c1c2c3c(sc2nc2n1CCC2)CCCC3
    -2%	4%	7%	9%[0.074 µM]	0%	-9%	4%	2%
- CCn1nc(NC(=O)c2ccco2)c2cc3ccc(C)cc3nc21
    -5%	?	?	-17%	-9%	3%	-13%	7%
- COc1ccc(C(=O)/C(C#N)=N/Nc2cccc([N+](=O)[O-])c2)cc1
    ?	3%	?	-53%[inhibitor][10 µM]	-63%[inhibitor]	?	7.9µM*	5%
- O=C(CCCCCN1C(=O)c2ccccc2C1=O)Nc1ccc2c(c1)OCCO2
    -21%	-8%	28µM*	6%	2%	25%	?	7%
- COc1cc(S(=O)(=O)n2ccnc2C(C)C)ccc1Br
    -9%	/	/	/	13%	/	-7%	-2%
- COC(=O)c1ccc(NCC(=O)Nc2cc(C)cc(C)c2)cc1
    ?	?	/	-17%[10 µM]	/	25%[9.22 µM]	-21%	-6%
- Cc1ccc(NCC(=O)N/N=C/c2cc(O)ccc2[N+](=O)[O-])cc1
    -27%	-4%	?	23%	18%	26%	14µM*	3%
- COc1ccc(CCn2c(-c3cc([N+](=O)[O-])cc([N+](=O)[O-])c3)nc3nc4ccccc4nc32)cc1OC
    -5%	-10%	19%	1%[10 µM]	0%	?	0%	6%
- Cc1ccc2c(c1)c1c(n2C)C(C(N)=O)CCC1 (stereo unspecified)
    -3%	8%	0%	17%[10 µM]	-2%	2%	-13%	-6%
- COc1ccc(N(CC(=O)NCCSC(C)(C)C)S(C)(=O)=O)c(OC)c1
    11%	11%	2%	6%[10 µM]	-7%	23%	7%	8%
- COc1cccc(NC(=O)Cn2cc(C(=O)c3ccco3)c3ccccc32)c1
    ?	/	/	/	-19%	/	-15%	?
- Cc1ccc2c(c1)NC(=O)C(CC(=O)NCCCN1CCN(c3cc(C)ccc3C)CC1)O2 (stereo unspecified)
    -4%	3%	19%	-9%	2%	9%	-3%	0%
- Cc1[nH]c2ccccc2c1C(=O)C(=O)NCc1ccco1
    -11%	-5%	-5%	-24%	6%	14%[9.22 µM]	-10%	-3%
- CCOC(=O)N1CCN(c2ncnc3c2cnn3-c2ccc(Cl)cc2)CC1
    -12%	-21%	4µM*	-11%[10 µM]	-53%[inhibitor]	5%	?	-12%
- O=C(NN=C1CCCCCCCCCCC1)c1cccnc1
    -4%	69%[activator]	2%	-41%[inhibitor]	-3%	8%	-4%	-7%
- Cn1c(N2CCN(S(=O)(=O)c3ccc(Cl)cc3)CC2)nc2ccccc21
    9%	4%	5%	6%[10 µM]	-20%	14%[9.22 µM]	-2%	9%
- CCCN(CCC)c1nc(Cl)nc(NCc2ccco2)n1
    -22%	-1%	5%	1%[10 µM]	-29%	-14%	-22%	?
- CC(C)C(OC(=O)c1ccccc1)c1nccc2ccccc12 (stereo unspecified)
    -19%	-6%	/	13%[10 µM]	/	-1%[9.22 µM]	/	-7%
- CCN(CC)C(=O)Cc1c(OC)ccc2cc(Br)ccc12
    -4%	7%	-4%	?	-13%	-3%	-16%	8%
- COc1ccc(CCn2nnnc2C(C(C)C)N2CCC(C(N)=O)CC2)cc1OC (stereo unspecified)
    -12%	1%	?	5%[10 µM]	4%	12%	-9%	-8%
- COc1cc2nc(C3CC3)n(NC(=O)c3ccc(F)cc3)c(=O)c2cc1OC
    -9%	1%	0%	18%	?	-14%	-4%	-13%
- O=C(C1CC1c1ccccc1)N1CCOCC1 (stereo unspecified)
    2%	3%	0%	-7%[10 µM]	4%	-3%	-2%	6%
- CCN(CC)C(=O)Cn1c(=O)n(CCCCCC(=O)NCc2ccccc2Cl)c(=O)c2sccc21
    1%	/	/	/	1%	/	3%	-7%
- Cc1ccc2oc(-c3cccc(NC(=O)c4ccc(Br)o4)c3)nc2c1
    ?	-26%	-5%	-10%[10 µM]	16%	-15%	?	?
- CC1CC1C(=O)Nc1nc(-c2ccccc2)cs1 (stereo unspecified)
    -11%	-4%	10µM*	-49%[inhibitor][10 µM]	-7%	-45%	-1%	11%
- Cc1cc2oc(C(=O)Nc3ccc(S(N)(=O)=O)cc3)cc(=O)c2cc1C
    4%	/	/	/	-28%	/	0%	-7%
- CC(=O)Nc1ccc(N2CCCC2)cc1
    ?	?	?	-21%	7%	-8%	28µM*	?
- Cc1nn(C)cc1/C=N/NC(=S)Nc1ccccc1
    -18%	?	25µM*	-26%	26%	19%	-16%	8%
- O=C(NCCN1CCOCC1)c1cc(Sc2ccc(F)cc2F)nc2ccccc12
    -3%	-5%	-7%	-30%	-31%[inhibitor]	-2%	-3%	-12%
- O=C(O)Cc1ccc(OCCNC[C@H](O)c2ccccc2)cc1
    -8%	1%	7%	13%	0%	/	-10%	4%
- COc1ccc(/C=C/N(CCc2ccc(OC)c(OC)c2)C(C)=O)cc1
    -19%[11.6 µM]	/	?	-10%[10 µM]	/	/	-18%[11.5 µM]	3%[11.6 µM]
- COc1ccc(-n2c3c(cc(C(=O)Nc4cccc(C)n4)c2=O)C(=O)CC(C)(C)C3)cc1
    5%	-3%	?	/	-12%	/	8%	-1%
- Cc1ccc(N(Cc2cc3ccccc3[nH]c2=O)S(C)(=O)=O)cc1
    -7%	?	?	-38%	-30%[inhibitor]	-8%	1%	-16%
- Cc1ccc(Cc2cnc(NC(=O)CN3CCOCC3)s2)cc1Cl
    -14%	4%	-1%	12%[10 µM]	/	-4%	-10%	0%
- CCOC(=O)c1cnc2c(C)cc(C)cc2c1Nc1ccccc1OCC
    -5%	/	/	/	-9%	/	-13%	-5%
- COc1cccc(C(=O)NN2CC(O)=C(c3nc4ccccc4s3)C2=N)c1
    -13%	-3%	9%	-18%	-1%	21%	-5%	-3%
- CN1CCN(c2ccc(S(=O)(=O)N3CCCCC3)cc2NC(=O)c2ccc(F)cc2F)CC1
    -6%	5%	-7%	-8%[10 µM]	9%	2%	0%	-2%
- Cc1ccc2nc(-c3ccccc3)c(CC(=O)O)c(C(=O)O)c2c1
    -11%	6%	14%	10%[10 µM]	11%	-9%[9.22 µM]	-12%	0%
- CC(C)CCSc1nc2c(c(=O)n(C)c(=O)n2C)n1Cc1ccccc1Cl
    -1%	/	/	/	-14%	/	-11%	-3%
- Cc1cccc(NC(=O)COC(=O)c2cc(C)oc2C)c1
    -16%	-1%	1%	15%	13%	13µM*	-12%	-1%
- Fc1ccc(CSc2ccc(-c3ccc4c(c3)OCO4)nn2)cc1
    1%	-7%	?	10%[10 µM]	7%	3%	?	10%
- O=c1[nH]c(SCCOc2ccccc2)nc2ccccc12
    -5%	-4%	11%	-7%[0.074 µM]	-13%	-14%	-3%	-2%
- CCOC(=O)C1=C(c2ccccc2)NC(=O)N(C(C)=O)C1c1cccc([N+](=O)[O-])c1 (stereo unspecified)
    -15%	-4%	-4%	-20%	-9%	-17%	-1%	-18%
- CC1C/C(=N\NC(=S)NC(C)C)CC(C)(C)C1 (stereo unspecified)
    -12%	4%	-12%	35%	14%	6%	-12%	3%
- Nc1c2nc(-c3ccccc3Cl)[nH]c(=O)c2nc(=O)n1-c1ccccc1
    -8%	?	/	15%[10 µM]	/	-19%[9.22 µM]	-9%	-11%
- Cc1ccc(Cl)cc1N1CCN(C(=O)c2ccc3c(c2)N(Cc2ccccc2F)C(=O)c2ccccc2S3(=O)=O)CC1
    -15%	/	/	/	-2%	/	-7%	-13%
- COCCOC(=O)C1=C(C)OC(N)=C(C#N)C1c1cc2cccc(C)c2nc1Cl (stereo unspecified)
    -16%	4%	?	/	-4%	/	?	?
- CC(C)NC(=O)CC(=O)N/N=C/c1ccc(Br)cc1
    -1%	-12%	-7%	-19%	-4%	6%	2%	-6%
- COc1ccc(CNc2nc(-c3ccccc3)nn2C(=O)c2ccccc2OC)cc1
    -25%	/	/	/	11%	/	0%	?
- C/C(=N\NC(=O)c1cccc([N+](=O)[O-])c1)c1ccncc1
    -4%	7%	0%	-35%	9%	14%	-7%	1%
- Cc1ccc(NC(=O)C(Cc2c[nH]c3ccccc23)NC(=O)OCC(C)C)cc1 (stereo unspecified)
    20µM*[quencher]	/	/	/	?	/	-14%	2%
- CSc1sc(-c2ccnc(SCC(=O)C(C)(C)C)n2)c2c1C(=O)CC(C)(C)C2
    -2%[0.0958 µM]	-23%	/	-15%[10 µM]	/	-24%[9.22 µM]	/	2%[0.0958 µM]
- O=C(C1CCN(C2CC(=O)N(c3cccc(Cl)c3)C2=O)CC1)N1CCCC1 (stereo unspecified)
    -8%	2%	3.2µM*	-8%	16%	1%	-10%	0%
- Nc1c(C(=O)N/N=C/c2cccnc2)oc2nc(-c3ccco3)cc(-c3ccco3)c12
    ?	?	/	18%[10 µM]	/	3%[9.22 µM]	16µM*	?
- CCCCNc1oc(-c2ccc(OC)cc2)nc1S(=O)(=O)c1ccccc1
    -14%	-20%	22µM*	-5%	-10%	-3%	?	-5%
- CC1(C)CC(=O)C(C(c2ccc(F)cc2)C2C(=O)CC(C)(C)CC2=O)C(=O)C1
    -11%	10%	?	22%[10 µM]	3%	20%	-16%	-3%
- Cc1ccc(C(=O)Cn2c3[n+](c4ccccc42)CC(O)CS3)cc1 (stereo unspecified)
    -9%	7%	2%	4%[10 µM]	/	-8%[9.22 µM]	-4%	-4%

Bioassay records deposited in PubChem BioAssay by National Center for Advancing Translational Sciences (NCATS).
